RXFP1 ag = RXFP1 (human) receptor agonism; Q9HBX9; HEK293T-RXFP1 cAMP TR-FRET, 30 min; response scale: percent of porcine relaxin response, buffer zero; Potency, µM (series often up to 57.5 µM), for inactives: at the top dose activation, actives largely listed as activators; actives 0.3% (n = 370,000); AID 2676; also: % is scaled to controls: 0 for no effect and ±100 for the full control effect; nearly all actives have a fitted effect of over 60% in size; many of its hits are not listed in these tables
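Agonist response is measured as cAMP accumulation in an RXFP1-transfected HEK293T line under PDE4 inhibition. Values are scaled between buffer-only and 29 nM porcine relaxin, and EC50s come from standard Hill equation fits.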
IDH1 R132H inh = human IDH1 R132H inhibition. O75874. IDH1-R132H enzyme, NADPH consumption, diaphorase/resazurin fluorescence. Potency, µM (titrated, usually from 76.6 µM), without a hit: at the top dose activity change, negative = inhibition, actives largely listed as inhibitors. actives 0.093% (n = 390,000); also: % is scaled to controls: 0 for no effect and ±100 for the full control effect; nearly all actives have a fitted effect of over 65% in size
Target sequence (O75874 whole entry R132H, stated change not applied): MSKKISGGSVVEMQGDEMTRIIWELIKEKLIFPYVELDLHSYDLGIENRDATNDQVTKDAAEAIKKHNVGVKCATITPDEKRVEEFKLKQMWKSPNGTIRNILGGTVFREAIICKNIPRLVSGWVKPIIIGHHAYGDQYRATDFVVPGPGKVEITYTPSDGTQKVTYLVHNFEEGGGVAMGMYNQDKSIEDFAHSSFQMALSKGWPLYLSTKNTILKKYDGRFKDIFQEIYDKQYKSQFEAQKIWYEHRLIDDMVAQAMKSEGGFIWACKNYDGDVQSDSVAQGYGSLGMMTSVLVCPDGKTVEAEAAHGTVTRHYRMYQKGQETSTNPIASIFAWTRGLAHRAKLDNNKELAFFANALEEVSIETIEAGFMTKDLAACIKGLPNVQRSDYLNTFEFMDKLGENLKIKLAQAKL
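IDH1-R132H (0.5 ug/mL) preincubated 30 min with compound, then NADPH (0.016 mM) and alpha-KG (2 mM) added; 80 min at RT, pH 7.5. Remaining NADPH coupled via diaphorase/resazurin to fluorescence (540/590 nm); concentration-response curves normalized to no-enzyme control.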
Vif-APOBEC3G blk = Vif-A3G binding inhibition | Potency, µM (highest dose often 46.1 µM), for inactives: at the top dose activity, negative = active, usual class: inhibitors | actives 0.076% (n = 410,000) | Q9HC16 | HeLa A3G-eYFP + Vif (tagged APOBEC3G with the HIV-1 protein that degrades it), YFP fluorescence, overnight;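 also: % is scaled to controls: 0 for no effect and ±100 for the full control effect; nearly all actives have a fitted effect of over 60% in size; hits raise eYFP signal because A3G escapes Vif-driven loss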
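HeLa cells stably expressing Vif and C-terminally eYFP-tagged A3G, seeded overnight at 37 deg C, then exposed to compound by pintool overnight at 37 deg C. Rise in yellow fluorescence (Ex 488/Em 500-530, Acumen) marks blocked Vif-driven A3G degradation.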
TrxR1 substrate = rat thioredoxin reductase 1 substrate activity | actives 0.01% (n = 390,000) | O89049 | Potency, µM (titrated, usually from 114 µM), inactives show top-dose activity change, negative = substrate turnover | purified TrxR1 substrate turnover, NADPH consumption readout; also: % is scaled to controls: 0 for no effect and ±100 for the full control effect; nearly all actives have a fitted effect of over 50% in size
Target sequence (O89049 whole entry, looked up): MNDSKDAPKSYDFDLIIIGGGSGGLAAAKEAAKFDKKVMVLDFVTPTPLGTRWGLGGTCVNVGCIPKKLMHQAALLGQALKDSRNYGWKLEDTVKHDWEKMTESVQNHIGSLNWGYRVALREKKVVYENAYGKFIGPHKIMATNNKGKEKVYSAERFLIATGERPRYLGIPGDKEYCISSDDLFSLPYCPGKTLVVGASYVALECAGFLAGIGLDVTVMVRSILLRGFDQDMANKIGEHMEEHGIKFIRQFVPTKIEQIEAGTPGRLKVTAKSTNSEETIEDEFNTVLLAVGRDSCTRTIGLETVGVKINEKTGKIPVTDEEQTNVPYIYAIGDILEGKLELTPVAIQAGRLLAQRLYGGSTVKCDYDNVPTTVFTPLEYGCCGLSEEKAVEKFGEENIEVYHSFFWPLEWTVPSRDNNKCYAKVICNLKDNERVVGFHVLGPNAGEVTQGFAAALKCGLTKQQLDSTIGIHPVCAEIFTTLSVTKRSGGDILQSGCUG
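Rat TrxR1, dispensed at 90 nM, was prereduced with 400 uM NADPH (final) for 5 min at ~22 deg C, then incubated with compound 15 min before 400 uM selenite. A first-read NADPH fluorescence drop versus no-compound background flagged substrates.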
USP1 inh = inhibitors of human USP1/UAF1 deubiquitinase | recombinant USP1/UAF1, Ub-Rhodamine cleavage fluorescence | AID 743255 | actives 0.23% (n = 390,000) | Potency, µM (series often up to 57.1 µM), inactives show at the top dose activity change, negative = inhibition, most hits filed as inhibitors | O94782; also: % is scaled to controls: 0 for no effect and ±100 for the full control effect; nearly all actives have a fitted effect of over 60% in size; inactives centre near -12
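USP1/UAF1 complex (1 nM) preincubated 15 min at room temperature with compound, then Ub-Rho substrate (150 nM final) added. Kinetic fluorescence at 480/540 nm over 6 reads at 60 s intervals; 50 mM HEPES pH 7.8, 0.5 mM EDTA, 0.1 mg/ml BSA, 1 mM TCEP, 0.01% Tween-20.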
ALOX12 inh = inhibitors of human 12S-lipoxygenase ALOX12; AID 1671190; purified 12hLO, xylenol orange hydroperoxide absorbance; P18054; Potency, µM (titrated, usually from 108 µM), for inactives: top-dose activity change, negative = inhibition, usual class: inhibitors; actives 1.1% (n = 580,000); also: % is scaled to controls: 0 for no effect and ±100 for the full control effect
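Purified human 12hLO (150 nM final) in 25 mM Hepes, 0.01% Triton X-100, pH 7.0 was preincubated 15 min at room temperature with compound. Then 40 uM arachidonic acid was added, 30 min. Hydroperoxide was read by Fe-XO absorbance ratio 573/405 nm.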
Vif-A3F inh = inhibitors of Vif-A3F interaction. HeLa A3F-eYFP + Vif (tagged APOBEC3F with the HIV-1 protein that degrades it), YFP fluorescence increase. Potency, µM (highest dose often 46.1 µM), without a hit: at the highest dose activity, negative = active. actives 0.2% (n = 390,000); also: % of control where 0% means no effect; nearly all actives have a fitted effect of over 65% in size
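HeLa cells stably expressing Vif plus C-terminally eYFP-tagged A3F were seeded, incubated overnight at 37 deg C, dosed with compound, incubated overnight again at 37 deg C. Yellow fluorescence (Ex 488/Em 500-530) reported blocked Vif-mediated A3F-eYFP degradation.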
TrxR1 inh = blocks rat thioredoxin reductase 1 | recombinant rTrxR1, NADPH fluorescence consumption, selenite substrate | Potency, µM (top dose mostly 114 µM), for the others: top-dose activity change, negative = inhibition, most hits filed as inhibitors | actives 1% (n = 390,000) | AID 588453; also: % is scaled to controls: 0 for no effect and ±100 for the full control effect; nearly all actives have a fitted effect of over 65% in size
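Rat TrxR1 (90 nM in the dispensed reagent) was pre-reduced with 400 uM NADPH for 5 min at room temperature, then incubated with compound for 15 min. After 400 uM selenite was added, NADPH fluorescence (Ex 340/Em 450 nm) was followed for 8 min.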
RGS4 inh = blocks human RGS4-accelerated GTP hydrolysis; P49798; Transcreener GDP fluorescence polarization, RGS4-accelerated GTP hydrolysis; Potency, µM (doses to about 114 µM), for inactives: top-dose activity change, negative = inhibition, usual class: inhibitors; actives 0.039% (n = 390,000); AID 504845; also: % is scaled to controls: 0 for no effect and ±100 for the full control effect; nearly all actives have a fitted effect of over 75% in size; some results filed as inactive show a strong effect at the top dose
Target sequence (P49798 whole entry, looked up): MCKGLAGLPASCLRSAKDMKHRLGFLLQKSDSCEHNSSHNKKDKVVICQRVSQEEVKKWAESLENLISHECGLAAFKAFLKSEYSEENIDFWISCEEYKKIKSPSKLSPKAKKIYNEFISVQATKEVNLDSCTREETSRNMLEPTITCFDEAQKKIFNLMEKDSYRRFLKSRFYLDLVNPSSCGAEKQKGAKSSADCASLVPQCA
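MLSMR compounds (23 nl, pin-transferred) preincubated 10 min at room temperature with a 500nM (2x) first reagent, then RGS4 at 900nM (2x) plus Transcreener GDP mix added; fluorescence polarization (620/688 nm) read before and after 90 min at 30 °C.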
The depositor's hits bear a star; ? = inconclusive; nt = not tested or not shown; [ ] = dose if it differs, or a comment. Calls follow the shape of the dose curve; as a rule, active = well fitted curve in the direction sought with a large enough effect; inconclusive = small, poorly fitted or top-dose-only effect, or another doubt; inactive = no such curve, though single readings can be large; an effect the other way counts as inactive or inconclusive. Potency is read from the fitted curve at half-maximal effect.

Values run as follows: RXFP1 ag, IDH1 R132H inh, Vif-APOBEC3G blk, TrxR1 substrate, USP1 inh, ALOX12 inh, Vif-A3F inh, TrxR1 inh, RGS4 inh
- O=C(CCCCCN1C(=O)c2ccccc2C1=O)Nc1cccc(O)c1
    1.3%, -5%, 2%, -4%[57.1 µM], -13%, ?, 2%, 8%[57.1 µM], -10%
- CC(C)CC1NC(=O)N(CC(=O)N2CCN(S(=O)(=O)c3ccc4ccccc4c3)CC2)C1=O (stereo not given)
    3.1%, -4%, -2%, 7%[57.1 µM], 2%, -4%, -4%, -4%[57.1 µM], -16%
- O=C(Cn1cnc2c(cnn2-c2ccc(F)cc2)c1=O)OCc1ccccc1
    0.1%, 7%, 5%, -8%, 5%, 446%[activator], 0%, -11%, -30%
- COc1cc2c(=O)c(-c3ccc(O)cc3)coc2cc1OC1OC(CO)C(O)C(O)C1O (stereo not given)
    2.3%, 10%, 4%, 8%[57.1 µM], -4%, 1%, -1%, 18%[57.1 µM], 16%
- Cc1ccccc1OCCC(=O)OCC(=O)Nc1cc(S(=O)(=O)N2CCOCC2)ccc1Cl
    0.4%, 0%, 2%, -4%[57.1 µM], -24%, 2%, -2%, -5%[57.1 µM], 0%
- COC(=O)c1cccc(NC(=O)CCN2C(=O)NC(C)(C)C2=O)c1
    nt, 7%, 2%, nt, -15%, 1%, 1%, nt, nt
- CCN(CC)S(=O)(=O)c1ccc(O)c(C(=O)OCC(=O)Nc2cc(C)c(C)cc2[N+](=O)[O-])c1
    8.0%, -16%, 9%, -5%[57.1 µM], ?, 47%[activator], 0%, 8%[57.1 µM], -12%
- O=C(Nc1ccc(Cl)c(S(=O)(=O)N2CCOCC2)c1)c1n[nH]c(=O)c2ccccc12
    4.5%, -4%, 1%, 5%, -12%, 1%, -13%, 15%, 1%
- O=C(COC(=O)Cn1cnc2ccccc21)NCc1ccc(F)cc1
    3.4%, 1%, -3%, -2%, -13%, -3%, -6%, 28%, -10%
- N#C/C(=C/N1CCOCC1)c1ccccc1
    -0.1%, -6%, -2%, 0%[57.1 µM], 1%, 0%, -11%, -5%[57.1 µM], -50%
- CC(C)c1[nH]nc2c1C(c1ccco1)C(C#N)=C(N)O2 (stereo not given)
    -2.0%, -6%, 0%, 6%[0.0914 µM], -21%, -18%, -10%, -3%[57.1 µM], 12%
- COc1cccc2sc(NNC(=O)c3nc4ccccc4s3)nc12
    0.9%, 18%, -22%, -8%, -8%, ?, -1%, -9%, -50%
- COc1ccc(/C=N/NC(=O)c2cc[n+]([O-])cc2)cc1O
    0.1%, 0%, 3%, -20%, -21%, -10%, 1%, -16%, -26%
- COc1cnc(-c2cccc(C(F)(F)F)c2)[nH]c1=O
    0.6%, -7%, -2%, -20%, -8%, -2%, 5%, ?, 10%
- CCNc1nc(NCC)nc(N/N=C/c2ccccc2)n1
    0.3%, -18%, 5%, -6%, -9%, ?, -4%, -9%, 23%
- O=C(NC(=O)c1ccccc1)Nc1cccc(S(=O)(=O)N2CCCCC2)c1
    1.5%, -3%, 1%, -5%, -13%, 13%, -1%, 4%, -4%
- CCOC(=O)c1cccc(COC(=O)c2cccc(-c3nnc(-c4ccccc4)o3)c2)c1
    -2.3%, 9%, 3%, 11%, -15%, -11%, 6%, 12%, -13%
- CCC(=O)N1c2ccccc2CC1C(=O)NCc1ccccc1C (stereo not given)
    -0.8%, -17%, -4%, -7%[57.1 µM], -13%, -18%, 0%, 5%[57.1 µM], 18%
- Cc1ccc(S(=O)(=O)NC(C(=O)N2CCOCCOCCOCC2)c2ccccc2)cc1 (stereo not given)
    2.3%, -2%, 0%, 6%, -19%, -3%, -2%, 8%[57.1 µM], 2%
- COc1cc2c(cc1OC)C(NC(=O)C(F)(F)F)C/C2=N\O (stereo not given)
    3.1%, 26%, -5%, 1%, -17%, -9%, -18%, 27%, -11%
- CCOC(=O)N1CCN(C(=O)COC(=O)c2ccc(Cl)nc2)CC1
    nt, 4%, 2%, -11%, -7%, -5%, -5%, -14%, 2%
- CC1(c2nnc(-c3ccccc3)o2)CC(c2ccccc2)=NO1 (stereo not given)
    nt, 10%, 5%, 4%, -8%, -13%, 6%, 11%, -23%
- Cc1ccc(NN=C2c3ccccc3-c3ccccc32)cc1
    0.5%, 1%, ?, -8%, -28%, ?, ?, -27%, ?
- N#C/C(=C(/O)c1cccc(F)c1)c1nc2ccccc2s1
    0.0%, 8%, 0%, -16%, 0%, 0%, 4%, -7%, 18%
- COc1ccc(-c2[nH]ncc2CNC(C)CCn2cccn2)cc1F (stereo not given)
    -0.1%, 17%, 1%, -9%, -13%, 25%, -9%, -10%, 23%
- Cc1ccc(F)cc1NC(=O)C1C2CCC(O2)C1C(=O)O (stereo not given)
    2.9%, -7%, 0%, 3%, -8%, -33%, 3%, 15%, -9%
- CC(C)CC1C(=O)N(Cc2cn(CCC3OCCO3)nn2)CCS(=O)(=O)N1Cc1ccc(-c2ccc(F)cc2)cc1 (stereo not given)
    nt, -21%, -6%, nt, -17%, -5%, -1%, nt, nt
- O=C(c1ccccc1)c1cc([N+](=O)[O-])ccc1N1CCCC1
    0.3%, -7%, -18%, -9%, -20%, -20%, -2%, -6%, -10%
- O=C(CN(C(=O)CSc1nc2ccccc2o1)c1ccccc1F)NC1CCCCC1
    -0.2%, 5%, 5%, 0%, -3%, -1%, 0%, 21%, 19%[11.4 µM]
- Cc1ccc2c(c1)C1CN(C)CCC1N2S(=O)(=O)c1ccc(Oc2ccc([N+](=O)[O-])cc2)cc1 (stereo not given)
    -1.9%, 0%, 0%, 5%[57.1 µM], -13%, 3%, -4%, 18%[57.1 µM], -20%

Reprinted from the part before: three compounds; new compounds follow.
Values run as follows: RXFP1 ag, IDH1 R132H inh, Vif-APOBEC3G blk, TrxR1 substrate, USP1 inh, ALOX12 inh, Vif-A3F inh, TrxR1 inh, RGS4 inh
- O=C(c1ccccc1)c1cc([N+](=O)[O-])ccc1N1CCCC1
    0.3%, -7%, -18%, -9%, -20%, -20%, -2%, -6%, -10%
- O=C(CN(C(=O)CSc1nc2ccccc2o1)c1ccccc1F)NC1CCCCC1
    -0.2%, 5%, 5%, 0%, -3%, -1%, 0%, 21%, 19%[11.4 µM]
- Cc1ccc2c(c1)C1CN(C)CCC1N2S(=O)(=O)c1ccc(Oc2ccc([N+](=O)[O-])cc2)cc1 (stereo not given)
    -1.9%, 0%, 0%, 5%[57.1 µM], -13%, 3%, -4%, 18%[57.1 µM], -20%
- CC1(C)OC(=O)C(=CNc2ccccn2)C(=O)O1
    -0.2%, 9%, 0%, 1%[57.1 µM], -7%, ?, -20%, ?, -10%
- COc1ccc(CN2C(=O)CN(C3CCCCCC3)C(=O)C2c2ccc(F)cc2)cc1 (stereo not given)
    -3.1%, 5%, -1%, -3%, -11%, 7%, -3%, 16%, 21%
- CCS(=O)(=O)N1CCC(C(=O)Nc2ccc(C(C)=O)cc2)CC1
    1.5%, 10%, 1%, 1%, -7%, 30%[activator], 1%, 14%, 2%
- CCOc1ccc(/C=N/NC(=O)Cc2ccccc2)cc1CN1CC2CC(C1)c1cccc(=O)n1C2 (stereo not given)
    2.0%, -3%, 1%, 6%, -20%, 19%, 5%, 15%, -19%
- CN(CC(=O)O)S(=O)(=O)c1ccc2[nH]c(=O)c(=O)[nH]c2c1
    0.0%, -5%, 1%, -6%, 0%, 4%, 0%, -20%, 9%
- Cc1cccc2sc(NC(=O)c3ccc(Cl)s3)nc12
    0.3%, 11%, -5%, 33%[activator], ?, 2%, -1%, 57%[activator], 13%
- COc1ccc(-c2ccc3c(c2)S(=O)(=O)c2cccc(C(=O)N4CCN(C5CCCCC5)CC4)c2C3=O)cc1OC
    nt, -11%, -16%, 2%, -18%, -14%, -14%, 8%, -10%
- O=C(C1CC1)N1CCCN(C(=O)C2CC2)CC1
    0.8%, 7%, -1%, -5%, -7%, 0%, -6%, -14%, 6%
- CC(=O)c1ccc(N2Cc3ccccc3C3(CCOCC3)C2=N)cc1
    6.2%, -2%, 2%, 2%, -21%, -8%, 5%, 21%, 6%
- Cc1ccc(NC(=O)C/C(N)=N/OC(=O)Nc2cccc(Cl)c2)cc1
    -0.5%, 2%, 2%, -2%, -17%, 6%, -5%, 19%, -9%
- COc1ccccc1CNC(=O)N1CCN(S(=O)(=O)c2ccc(C)cc2)CC1
    -2.6%, 10%, 0%, 6%[57.1 µM], -10%, -16%, 6%, 16%[57.1 µM], 25%
- Cc1cccc(-c2nc3scc(CCNS(=O)(=O)c4c(C)noc4C)n3n2)c1
    1.9%, -4%, 3%, -2%[57.1 µM], -1%, -29%, -9%, 10%[57.1 µM], -15%

Entries listed so far that contain a COOH group (two):
Values run as follows: RXFP1 ag, IDH1 R132H inh, Vif-APOBEC3G blk, TrxR1 substrate, USP1 inh, ALOX12 inh, Vif-A3F inh, TrxR1 inh, RGS4 inh
- Cc1ccc(F)cc1NC(=O)C1C2CCC(O2)C1C(=O)O (stereo not given)
    2.9%, -7%, 0%, 3%, -8%, -33%, 3%, 15%, -9%
- CN(CC(=O)O)S(=O)(=O)c1ccc2[nH]c(=O)c(=O)[nH]c2c1
    0.0%, -5%, 1%, -6%, 0%, 4%, 0%, -20%, 9%

Assay outcomes (PubChem BioAssay)

A portion of the library (hit frequency here may not be typical).
